Compound activity deposited in PubChem BioAssay by Fisher Drug Discovery Resource Center.
mcGAS MS inh: mouse cGAS inhibition by mass spec. Q8C6L5. recombinant mouse cGAS, cGAMP by RapidFire MS. inhibition, % at 12.5 µM. 0.18% of 130,000 active;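 active = inhibition of cGAS enzyme activity at or above 60%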;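 also: enzyme stimulated by 45 bp dsDNA with ATP and GTP substrates; cGAMP share of summed cGAMP plus half ATP and half GTP signals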
Target sequence (Q8C6L5 whole entry, looked up): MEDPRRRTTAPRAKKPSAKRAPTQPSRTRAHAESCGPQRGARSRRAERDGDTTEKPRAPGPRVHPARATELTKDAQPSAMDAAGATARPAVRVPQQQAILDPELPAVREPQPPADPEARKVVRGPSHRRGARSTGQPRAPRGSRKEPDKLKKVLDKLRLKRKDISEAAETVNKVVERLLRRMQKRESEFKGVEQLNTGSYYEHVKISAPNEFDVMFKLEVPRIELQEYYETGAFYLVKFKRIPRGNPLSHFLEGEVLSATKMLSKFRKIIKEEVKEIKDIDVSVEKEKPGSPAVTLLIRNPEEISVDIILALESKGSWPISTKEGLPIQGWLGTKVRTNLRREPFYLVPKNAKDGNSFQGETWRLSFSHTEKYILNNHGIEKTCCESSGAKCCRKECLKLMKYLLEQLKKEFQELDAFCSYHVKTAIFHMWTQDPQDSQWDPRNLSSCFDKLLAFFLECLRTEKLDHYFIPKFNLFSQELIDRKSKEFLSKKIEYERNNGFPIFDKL
Active calls of the source: *; & = joins results of further samples. This is a subset. The share of hits here may be higher or lower than overall.

How did N=C1C(C(=O)NCCc2ccccc2)=CC2C(=O)N3C=CC=CC3=NC2N1Cc1ccco1 (stereo unspecified) do in these assays?
mcGAS MS inh: 4

Results for S=c1[nH]nc(CCc2ccccc2Cl)o1 ?
mcGAS MS inh: -3

How did CC1CCC(N(C(=O)Nc2nnc(C3CC3)s2)C2CC2)CC1 (stereo unspecified) do in these assays?
mcGAS MS inh: -1

Results for Cc1cc(S(=O)(=O)N2CCC(NS(=O)(=O)c3cccs3)CC2)ccc1Br ?
mcGAS MS inh: -6

How did CC(=O)c1ccccc1NC(=O)c1oc2ccc(Br)cc2c1C do in these assays?
mcGAS MS inh: 12

Results for CSCc1noc(-c2nc3c([nH]2)CC(c2ccc(F)cc2)CNC3=O)n1 (stereo unspecified) ?
mcGAS MS inh: 1

How did CC(=O)NCCC1CCCCN1C(=O)Nc1ccc(F)c(C(F)(F)F)c1 (stereo unspecified) do in these assays?
mcGAS MS inh: -16

What do the screens show for `Cc1noc(C)c1CCC(=O)N(C)Cc1nccn1C`?
mcGAS MS inh: -2

What do the screens show for `CCCC1SCCN1C(=O)c1ccc2c(c1)[nH]c(=O)n2C` (stereo unspecified)?
mcGAS MS inh: -10

How did COc1ccc(COC(=O)c2ccc(Cl)o2)cc1 do in these assays?
mcGAS MS inh: -3

Results for CCn1c(SCC(=O)NCCc2ccccc2)nc2c(c1=O)SC(C)C2 (stereo unspecified) ?
mcGAS MS inh: -9

What do the screens show for `COc1ccccc1CNC(=O)C1(C)CCN(C(C)C)C1` (stereo unspecified)?
mcGAS MS inh: -5

What do the screens show for `Cc1noc(C)c1NC(=O)CCCCOc1cccc(C#N)c1`?
mcGAS MS inh: -7

How did CCc1ccc(C(=O)Nc2ccc(OC)cc2C(=O)NC2CC2)o1 do in these assays?
mcGAS MS inh: 6

How did NC(=O)C1CCCN(C(=O)c2ccc3ccccc3c2)C1 (stereo unspecified) do in these assays?
mcGAS MS inh: 6

What do the screens show for `Cc1noc(C)c1S(=O)(=O)NC(C)C(=O)O` (stereo unspecified)?
mcGAS MS inh: -2

What do the screens show for `O=C(Nc1cc(F)ccc1C(=O)N1CCCCCCC1)c1ccoc1`?
mcGAS MS inh: -10

What do the screens show for `O=C(C(Cl)=CNc1ccc(SC(F)F)cc1)C(F)(F)F`?
mcGAS MS inh: -24

What do the screens show for `Cc1sc2nc(CSCC(=O)C34CC5CC(CC(C5)C3)C4)[nH]c(=O)c2c1C`?
mcGAS MS inh: -4

Results for CC(C)CNC(=O)CSc1nnnn1-c1ccc(OC(F)(F)F)cc1 ?
mcGAS MS inh: -2

What do the screens show for `CN1CC2(CCCN(C(=O)c3ccc(-c4ccn[nH]4)cc3)C2)OC1=O` (stereo unspecified)?
mcGAS MS inh: -14

How did O=C(N1CCCCC1)N1CCN(S(=O)(=O)/C=C/c2ccc(Cl)cc2)CC1 do in these assays?
mcGAS MS inh: -7

What do the screens show for `OC(Cn1ccnc1-c1ccc(-c2ccccc2Cl)o1)c1cccnc1` (stereo unspecified)?
mcGAS MS inh: 9&25

How did COc1ccc(C(=O)CSc2nc(=O)n3cccc(C)c3n2)cc1 do in these assays?
mcGAS MS inh: 23

How did Cc1noc(C)c1S(=O)(=O)N[C@@H](C)C(=O)NC1CCc2ccccc21 (stereo partly specified) do in these assays?
mcGAS MS inh: 3

How did COc1ccc2[nH]c(=O)c(CN3CCCOC(Cn4cccn4)C3)cc2c1 (stereo unspecified) do in these assays?
mcGAS MS inh: -13

How did FC(F)(F)c1ccc(COC2CCCNC2)cc1 (stereo unspecified) do in these assays?
mcGAS MS inh: -6

What do the screens show for `Cc1nn(C)c(Cl)c1C(=O)NC(C)c1ccc(-c2ccccc2)cc1` (stereo unspecified)?
mcGAS MS inh: 2

How did Cc1[nH]ncc1CNC1CCN(c2cccc(Cl)c2)C1=O (stereo unspecified) do in these assays?
mcGAS MS inh: -10

Results for Cc1cc(C)n(CCC(=O)N[C@@H]2C[C@@H]3C[C@H]([C@H]2C)C3(C)C)c(=O)n1 ?
mcGAS MS inh: 4

Results for Cc1cccc(CSc2nnc(C(C)N)n2-c2ccc(Cl)cc2Cl)c1 (stereo unspecified) ?
mcGAS MS inh: -6

Results for O=C(NCCC1CC2CCC1C2)NCC1COCCO1 (stereo unspecified) ?
mcGAS MS inh: -3

What do the screens show for `Cc1ccc(CN2CCC(CN(C)Cc3cccn3-c3ncccn3)CC2)o1`?
mcGAS MS inh: -8

How did CCc1cc2c(=O)n(Cc3ccco3)c(SC3CCOC3=O)nc2s1 (stereo unspecified) do in these assays?
mcGAS MS inh: -6

Results for COc1ccc(-c2ccc(=O)n(CC(N)=O)n2)cc1OC ?
mcGAS MS inh: -7

How did Cc1cc(O)c(C(c2cccnc2)N2CCC(C)CC2)c(=O)n1Cc1ccco1 (stereo unspecified) do in these assays?
mcGAS MS inh: -8

How did O=C(CCC1CCN(Cc2ccoc2)CC1)Nc1ccccc1Cl do in these assays?
mcGAS MS inh: -3

How did Cc1ccc(CNc2nccc(-c3cn(C)nc3C)n2)o1 do in these assays?
mcGAS MS inh: -1

Results for O=C(NCc1nc(C2CC2)no1)c1cc2c(cc1O)CCCC2 ?
mcGAS MS inh: -21

Results for Cc1noc(C)c1CCc1nc(-c2ccccc2)no1 ?
mcGAS MS inh: 6

Results for CCc1ccc(CCC(=O)N2CCC(CCO)C2)cc1 (stereo unspecified) ?
mcGAS MS inh: 5

Results for COc1cc(C=NN=C(N)N)cc(OC)c1O ?
mcGAS MS inh: -2

What do the screens show for `O=C(C(=O)N1CCCCC1CCc1cccc(O)c1)c1cccnc1` (stereo unspecified)?
mcGAS MS inh: -6

Results for CC(C)=CCn1ccc2c1CCCC2C(=O)NCC1CCN(C)CC1 (stereo unspecified) ?
mcGAS MS inh: 1

What do the screens show for `CCOC(=O)c1c(C)[nH]c(N=Nc2ccc3c(c2)OCO3)c1C`?
mcGAS MS inh: -26

How did CC(NC(C)c1nc(N)nc(N(C)C)n1)c1ccccc1 (stereo unspecified) do in these assays?
mcGAS MS inh: -2

Results for CCN(CCn1cccn1)C(=O)[C@H](O)C1CCCCC1 ?
mcGAS MS inh: -33

How did CCOCCn1c(SCC(=O)OC)nc2c1c(=O)[nH]c(=O)n2C do in these assays?
mcGAS MS inh: 1

Results for CCN1CC(CNC2CCN(c3cccc(NC(=O)CC4CCCC4)c3)CC2)CC1=O (stereo unspecified) ?
mcGAS MS inh: -2

How did CC1CN(CC(=O)N2CCC3(CC2)OCCO3)CC(C)O1 (stereo unspecified) do in these assays?
mcGAS MS inh: 10

Results for COc1ccc(C(=O)N2CCC(C(=O)Nc3cccc(-c4nnc(C)s4)c3)CC2)o1 ?
mcGAS MS inh: -13&1

Results for C=CCn1c(=O)c2c(nc3n(-c4ccc(OC)c(Cl)c4)c(C)c(C)n23)n(C)c1=O ?
mcGAS MS inh: -6

What do the screens show for `CCOC(=O)C1(Cc2ccccc2)CCCN(C(=O)c2cnn(CC)c2)C1` (stereo unspecified)?
mcGAS MS inh: -8

How did COc1cc(C=C2SC(=S)N(CCN3CCOCC3)C2=O)ccc1OC(F)F do in these assays?
mcGAS MS inh: -2

How did CC(CC1=[N+](c2ccccc2)C(C)(O)CS1)=Nc1ccccc1 (stereo unspecified) do in these assays?
mcGAS MS inh: -7

Results for O=C(CCNc1ccc(-n2ccnc2)cc1[N+](=O)[O-])NCC1COc2ccccc2O1 (stereo unspecified) ?
mcGAS MS inh: -1

How did COC(=O)[C@@H]1C[C@@H](N(C)C)CN1C(=O)[C@@]12CC[C@@](C)(OC1=O)C2(C)C do in these assays?
mcGAS MS inh: 9

What do the screens show for `CC(NC(=O)CCc1nc2sc3c(c2c(=O)[nH]1)CCCC3)C12CC3CC(CC(C3)C1)C2` (stereo unspecified)?
mcGAS MS inh: -1

What do the screens show for `Fc1ccc(-c2noc3c2CN(Cc2ccnc4ccccc24)CC3)cc1F`?
mcGAS MS inh: -5

How did COc1ccc(Cc2noc(-c3cscn3)n2)cc1OC do in these assays?
mcGAS MS inh: -2

Results for Cc1c(N=CC=C2N(C)c3ccccc3C2(C)C)c(=O)n(-c2ccccc2)n1C ?
mcGAS MS inh: -17

How did Cn1ccsc1=NC(=O)c1ccc2c(c1)C(=O)N(Cc1ccncc1)C2=O do in these assays?
mcGAS MS inh: 6

Results for CC(O)CNC(=O)[C@H]1Cc2c([nH]c3ccccc23)CN1 (stereo partly specified) ?
mcGAS MS inh: -2

How did c1cnc(N2CCCN(Cc3cc4n(n3)CCNC4)CC2)nc1 do in these assays?
mcGAS MS inh: -6

How did O=C(Nc1ccccc1Oc1cccnc1)C1CCCN(Cc2ccoc2)C1 (stereo unspecified) do in these assays?
mcGAS MS inh: -4

Results for COC(=O)c1sc(=S)n(-c2ccc3c(c2)OCO3)c1N ?
mcGAS MS inh: -4

Results for CCC(=O)Nc1ccc(SCc2ccccc2Cl)nn1 ?
mcGAS MS inh: -4

What do the screens show for `CCCNC(=O)CNC(=O)Cc1ccc(OC)cc1`?
mcGAS MS inh: -1

What do the screens show for `COc1ccc(Cn2c(C)cc(O)c(C(c3cccc(Cl)c3)N3CCN(C)CC3)c2=O)cc1` (stereo unspecified)?
mcGAS MS inh: -5

How did C=CCn1c(=S)[nH]c2scc(-c3ccco3)c2c1=O do in these assays?
mcGAS MS inh: 32

Pulled by compound from above:
Results for CCC(=O)Nc1ccc(SCc2ccccc2Cl)nn1 ?
mcGAS MS inh: -4

What do the screens show for `COc1ccc(Cn2c(C)cc(O)c(C(c3cccc(Cl)c3)N3CCN(C)CC3)c2=O)cc1` (stereo unspecified)?
mcGAS MS inh: -5

(list continues)
What do the screens show for `CNc1cc(C(=O)N2CCC3(CCCN(CCC4CCCCC4)C3)C2)ccn1` (stereo unspecified)?
mcGAS MS inh: -8

Results for O=C(N1CCC(CO)CC1)N(Cc1ccc(Br)cc1)c1ccc(F)cc1F ?
mcGAS MS inh: -6

How did O=C(OC(COCCC12CC3CC(CC(C3)C1)C2)CN1CCOCC1)c1ccccc1Cl (stereo unspecified) do in these assays?
mcGAS MS inh: -8

Results for CCN(CCOc1ccccc1)C(=O)c1onc2ccccc12 ?
mcGAS MS inh: -14

What do the screens show for `COc1cccc(C(=O)Nc2nnc(-c3ccncc3)s2)c1`?
mcGAS MS inh: -7

How did COc1ccc(S(=O)(=O)N2CCNCC2)cc1 do in these assays?
mcGAS MS inh: -14

How did OC(COc1ccc(Cl)cc1)CSc1nncn1-c1ccccc1 (stereo unspecified) do in these assays?
mcGAS MS inh: 2

Results for O=C(Cc1csc(NC(=O)c2ccco2)n1)NC(c1ccc(F)cc1)c1cccs1 (stereo unspecified) ?
mcGAS MS inh: -5

What do the screens show for `CNCc1cc(-c2ccccc2CO)ccc1OC`?
mcGAS MS inh: -12

Results for CN(CCOc1ccccc1F)C(=O)CCn1nnc2ccccc2c1=O ?
mcGAS MS inh: 5

Copied from the results shown, 2 compounds:
What do the screens show for `CNCc1cc(-c2ccccc2CO)ccc1OC`?
mcGAS MS inh: -12

Results for CN(CCOc1ccccc1F)C(=O)CCn1nnc2ccccc2c1=O ?
mcGAS MS inh: 5

The main list resumes with the 6 entries that preceded the break.
What do the screens show for `COc1cccc(C(=O)Nc2nnc(-c3ccncc3)s2)c1`?
mcGAS MS inh: -7

How did COc1ccc(S(=O)(=O)N2CCNCC2)cc1 do in these assays?
mcGAS MS inh: -14

How did OC(COc1ccc(Cl)cc1)CSc1nncn1-c1ccccc1 (stereo unspecified) do in these assays?
mcGAS MS inh: 2

Results for O=C(Cc1csc(NC(=O)c2ccco2)n1)NC(c1ccc(F)cc1)c1cccs1 (stereo unspecified) ?
mcGAS MS inh: -5

What do the screens show for `CNCc1cc(-c2ccccc2CO)ccc1OC`?
mcGAS MS inh: -12

Results for CN(CCOc1ccccc1F)C(=O)CCn1nnc2ccccc2c1=O ?
mcGAS MS inh: 5

What do the screens show for `CCN(CC)S(=O)(=O)c1ccc(Oc2ccccc2)c(NC(=O)C2CC2C)c1` (stereo unspecified)?
mcGAS MS inh: -5

How did CCN=c1scc(-c2ccc(C)cc2)n1N=C(C)c1ccc(C)o1 do in these assays?
mcGAS MS inh: -5

Results for COc1cc(CNC(=O)c2c[nH]c(=S)n2-c2ccc(F)cc2)cc(OC)c1OC ?
mcGAS MS inh: -1

What do the screens show for `Cc1ccc(Cc2nnc(Nc3cccc(C)c3C)[nH]c2=O)cc1`?
mcGAS MS inh: -3

What do the screens show for `CNc1ccc2ncc(-c3ccc(F)cc3)n2n1`?
mcGAS MS inh: 10

Results for O=S1(=O)N=C(CC2CCCCC2)Nc2ccccc21 ?
mcGAS MS inh: 3

Results for C=C1c2ccccc2C(=O)N1C(C)C(=O)NC(C)c1ccc(-c2ccccc2)cc1 (stereo unspecified) ?
mcGAS MS inh: -19

How did C[C@@H](C(=O)N1Cc2cnc(C(C)(C)C)nc2C1)n1cnnn1 do in these assays?
mcGAS MS inh: -3

Results for Fc1cccc2sc(NCCCn3ccnc3)nc12 ?
mcGAS MS inh: -10

How did CC(=O)Oc1ccc(C)cc1N1C(=O)c2cccc([N+](=O)[O-])c2C1=O do in these assays?
mcGAS MS inh: -10

What do the screens show for `Nc1c(C(=O)CSc2nnc(NCC3CCCO3)s2)c(=O)[nH]c(=O)n1C1CC1` (stereo unspecified)?
mcGAS MS inh: -1

What do the screens show for `CNC(=O)c1ccsc1NC(=O)c1cc(C)on1`?
mcGAS MS inh: -8

What do the screens show for `Cc1nnc(SCCC(=O)N(Cc2sccc2C)C2CCCC2)s1`?
mcGAS MS inh: -8

How did Cc1nnc2c3nnc(C)n3c3cc(Cl)ccc3n12 do in these assays?
mcGAS MS inh: -6

What do the screens show for `CC1CN(C(=O)CNc2cccc(OC3CCCC3)c2)CC(C)O1` (stereo unspecified)?
mcGAS MS inh: -6
